High-throughput results from PubChem BioAssay.
CBFb-RUNX1 inh: CBF-beta/RUNX1 interaction disruption; AlphaScreen CBFb-His/RUNX1-biotin binding, biochemical; 230,000 tested, under 10 active; Potency, µM (series often up to 59.8 µM), for the others: at the top dose activity, negative = inhibition, most hits filed as inhibitors; note: % of control where 0% means no effect
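CBFb-His/RUNX1-biotin, 30 nM each, preincubated 20 min RT; compound 15 min RT; Ni + streptavidin beads 50 ng each, 90 min RT; AlphaScreen read.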
Epigenetic derep: epigenetic control regulation, reporter derepression; murine LDR cells, GFP reporter derepression, 30 h; Potency, µM (titrated, usually from 53.9 µM), inactives show at the highest dose GFP activation, most hits filed as activators; 280,000 compounds, 0.2% hits; note: potency is the fitted concentration of half-maximal effect; % of control where 0% means no effect; nearly all actives have a fitted effect of over 60% in size
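Murine LDR cells bearing a silenced CMV-driven GFP reporter were exposed to compound for 30 h at 37 C. After PBS washes, GFP-positive cells (20-120 um objects) counted by laser-scanning microplate cytometry.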
Luc counter: blocks Kinase-Glo luciferase, a counter-screen artifact. AID 1379. Q27757. Kinase-Glo luciferase, ATP luminescence, 8 min. 200,000 compounds, 0.28% hits. Potency, µM (doses to about 38.3 µM), for the others: at the top dose activity change, negative = inhibition, hits mostly inhibitors; note: potency is the fitted concentration of half-maximal effect; % is set by controls: 0 for no effect and ±100 for the full control effect; nearly all actives have a fitted effect of over 60% in size
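Inhibition of Kinase-Glo luciferase light generation was assessed at 10 uM ATP in pH 7.2 imidazole buffer, with luminescence measured after eight minutes at ambient temperature.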
HTT aggregate: mutant huntingtin aggregation inhibition. PC12 HttQ103-GFP aggregates, Acumen cytometry, 40 h. Potency, µM (series often up to 46.1 µM), without a hit: top-dose activity change, negative = inhibition, hits mostly inhibitors. 220,000 compounds, 1.1% hits. AID 1688; note: potency is the fitted concentration of half-maximal effect; % is set by controls: 0 for no effect and ±100 for the full control effect; nearly all actives have a fitted effect of over 60% in size
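Huntingtin Q103 exon 1–GFP aggregates in induced PC12 cells (100 nM tebufenozide) were quantified by cytometry from lysates, with compounds dosed in titration.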
IMPase Li cell: cell-permeable IMPase inhibitors with lithium potentiation; AID 1457; 210,000 compounds, 0.35% hits; Potency, µM (titrated, usually from 59.4 µM), for the others: top-dose activity, negative = IMPase inhibition, most hits filed as inhibitors; CHO-M1 cells, IP1 TR-FRET (IP-One), carbachol + lithium;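 note: IP1 builds up when IMPase is blocked and the TR-FRET signal falls; potency is the fitted concentration of half-maximal effect; plate controls were basal vehicle for no effect and high inhibitor control for full effect; nearly all actives have a fitted effect of over 50% in size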
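Test compounds were applied to CHO-M1 cells previously cultured for 16–30 h at 2000 per well. A small lithium amount accompanied them; after 30 min at 37C, IP1 was quantified by TR-FRET.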
NPSR antag: neuropeptide S receptor (human) antagonism, cAMP; Q6W5P4; CHO-NPSR cells, cAMP TR-FRET, antagonist mode; Potency, µM (series often up to 38.3 µM), for the others: at the top dose activity change, negative = inhibition, usual class: inhibitors; 220,000 compounds, 1% hits; AID 1461; note: potency is the fitted concentration of half-maximal effect; % is set by controls: 0 for no effect and ±100 for the full control effect; nearly all actives have a fitted effect of over 50% in size; many of its hits are not listed in these tables
L3MBTL1 block: blocks human L3MBTL1; Potency, µM (titrated, usually from 57.1 µM), for inactives: at the highest dose activity, negative = inhibition, hits mostly inhibitors; 230,000 compounds, 0.66% hits; AID 485360; AlphaScreen L3MBTL1–H3K9me1 peptide binding; Q9Y468; note: potency is the fitted concentration of half-maximal effect; % is set by controls: 0 for no effect and ±100 for the full control effect; nearly all actives have a fitted effect of over 60% in size
Target sequence (Q9Y468 whole entry, looked up): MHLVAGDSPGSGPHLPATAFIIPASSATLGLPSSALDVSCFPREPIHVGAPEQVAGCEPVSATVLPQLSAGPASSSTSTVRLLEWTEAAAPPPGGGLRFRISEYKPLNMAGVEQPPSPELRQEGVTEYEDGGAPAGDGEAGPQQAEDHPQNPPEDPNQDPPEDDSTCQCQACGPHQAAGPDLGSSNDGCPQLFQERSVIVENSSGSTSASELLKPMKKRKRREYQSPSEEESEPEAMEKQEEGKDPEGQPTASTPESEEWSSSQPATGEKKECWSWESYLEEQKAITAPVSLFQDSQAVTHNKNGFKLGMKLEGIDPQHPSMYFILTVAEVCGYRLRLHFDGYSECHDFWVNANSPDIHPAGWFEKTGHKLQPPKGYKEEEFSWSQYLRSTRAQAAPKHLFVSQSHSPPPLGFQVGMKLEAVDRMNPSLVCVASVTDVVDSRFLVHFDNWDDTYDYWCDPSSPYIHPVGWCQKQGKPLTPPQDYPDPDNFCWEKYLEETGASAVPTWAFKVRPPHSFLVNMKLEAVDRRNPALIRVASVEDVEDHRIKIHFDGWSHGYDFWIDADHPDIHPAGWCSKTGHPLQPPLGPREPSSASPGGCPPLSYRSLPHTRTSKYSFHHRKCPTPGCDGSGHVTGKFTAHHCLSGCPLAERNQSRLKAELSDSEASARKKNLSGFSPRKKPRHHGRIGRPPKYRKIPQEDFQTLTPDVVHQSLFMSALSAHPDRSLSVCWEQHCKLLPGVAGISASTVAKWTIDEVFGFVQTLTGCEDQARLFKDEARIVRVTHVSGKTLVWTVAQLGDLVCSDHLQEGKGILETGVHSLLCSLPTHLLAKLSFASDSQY
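L3MBTL1 50 nM + b-AHA-H3(1-15)K9me1 75 nM, 30 min RT; compound added, 30 min RT; streptavidin donor/Ni-chelate acceptor beads 10 ug/mL each final, 30 min RT dark; AlphaScreen read.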
Starred values were filed as active, the others as inactive; ? = inconclusive; nt = not tested or not shown; [ ] = dose if it differs, or a comment. Calls come from the whole dose curve; as a rule, active = well fitted curve in the direction sought with a large enough effect; inconclusive = small, poorly fitted or top-dose-only effect, or another doubt; inactive = no such curve, though single readings can be large; an effect the other way counts as inactive or inconclusive. A portion of the library. The share of hits here may be higher or lower than overall.

structure | CBFb-RUNX1 inh | Epigenetic derep | Luc counter | HTT aggregate | IMPase Li cell | NPSR antag | L3MBTL1 block
C=CCn1c(SCC(=O)O)nnc1-c1cccc(Cl)c1 | 11% | -9.5% | -1% | -13% | 0%[38.3 µM] | -7%[46.1 µM] | 3%
CCN(CC)c1ccc(S(=O)(=O)N2CCOCC2)cc1NC(=O)CN1CCN(Cc2ccccc2)CC1 | 6% | -3.5% | nt | 17%[9.22 µM] | nt | -46% | nt
COc1cc(NC(=S)NC(=O)c2ccc(C)cc2C)ccc1NC(=O)c1cccs1 | -2% | -1.8% | 24% | -11% | ? | -15%[46.1 µM] | -7%
Cc1ccc2nc(SCc3nc4ccccc4c(=O)[nH]3)[nH]c2c1 | -2% | -0.4% | -2% | -3% | 6% | 5% | 5%
COc1ccc(C(=O)Nn2c(SCC(=O)NC3CCCC3)nc3ccccc3c2=O)cc1 | 0% | -0.1% | -9% | 9% | -6%[38.3 µM] | -10%[46.1 µM] | 5%
O=C(CSc1ccccn1)C12CC3CC(CC(C3)C1)C2 | 20% | 0.9% | 1% | -8% | 7% | -59% | 8%[11.4 µM]
CCOC(=O)Cn1ncn(-c2ccc(OC(F)(F)F)cc2)c1=O | 4% | 2.5% | 3% | 31% | 0% | -16% | 7%
O=S1(=O)CCC(NS(=O)(=O)c2cccc3cccnc23)C1 (stereo unspecified) | 7% | -1.0% | 5% | -16% | -1%[38.3 µM] | -1%[46.1 µM] | nt
CC/C(O)=C(/C#N)c1nnc2n1CCCCC2 | -21% | -2.0% | 0% | -5% | 2% | -4%[46.1 µM] | -3%
O=c1cc(CO)occ1OCc1ccccc1 | 11% | -2.1% | -4% | 22% | 10%[38.3 µM] | -7%[46.1 µM] | nt

Arranged by SMILES length (rising): some entries from above.
structure | CBFb-RUNX1 inh | Epigenetic derep | Luc counter | HTT aggregate | IMPase Li cell | NPSR antag | L3MBTL1 block
C=CCn1c(SCC(=O)O)nnc1-c1cccc(Cl)c1 | 11% | -9.5% | -1% | -13% | 0%[38.3 µM] | -7%[46.1 µM] | 3%
O=C(CSc1ccccn1)C12CC3CC(CC(C3)C1)C2 | 20% | 0.9% | 1% | -8% | 7% | -59% | 8%[11.4 µM]
O=S1(=O)CCC(NS(=O)(=O)c2cccc3cccnc23)C1 (stereo unspecified) | 7% | -1.0% | 5% | -16% | -1%[38.3 µM] | -1%[46.1 µM] | nt

Further records:
structure | CBFb-RUNX1 inh | Epigenetic derep | Luc counter | HTT aggregate | IMPase Li cell | NPSR antag | L3MBTL1 block
S=C(NCC1CCCO1)NC12CC3CC(CC(C3)C1)C2 (stereo unspecified) | -1% | -0.9% | 1% | -3% | -3% | -43% | nt
CCC(C)NC(=O)CSc1nnc(-c2ccc(C(C)(C)C)cc2)n1C (stereo unspecified) | 7% | -1.0% | -3% | -15% | -2%[38.3 µM] | -8%[46.1 µM] | 11%
CCNc1nc(OCC)nc(N2CCC(Cc3ccccc3)CC2)n1 | -4% | 0.0% | -3% | 8% | 7% | -35% | 0%
CC(C)CCNC(=O)Cc1c(C(=O)O)[nH]c2ccc(Cl)cc12 | -8% | -6.1% | nt | 5% | nt | -3%[46.1 µM] | -10%
CC(C(=O)NCCC1=CCCCC1)c1ccc([N+](=O)[O-])cc1 (stereo unspecified) | -1% | -0.9%[10.1 µM] | 2% | 1%[9.22 µM] | 3% | -13% | 4%
Cn1c(=O)c2ncn(CC(=O)O)c2n(C)c1=O | 14% | 1.1% | nt | -17%[9.22 µM] | nt | -26% | 6%
COC(=O)c1ccc(/C=N/N2CCN(Cc3ccccc3)CC2)cc1 | -3% | 0.0% | 0% | 3% | 16%[38.3 µM] | 14%[46.1 µM] | -6%
CCCCCn1c(C)c2c(OCC)cccc(=O)c2c1C | -13% | 5.7% | nt | 37%[9.22 µM] | nt | -30% | nt
N=c1ccn(Cc2ccc(Cl)c(Cl)c2)cc1 | 11% | 0.0% | -5% | 2µM* | 1%[38.3 µM] | -13%[46.1 µM] | 20%
COc1ccccc1/C=N/N1C(=O)c2cccc3cccc(c23)C1=O | 4% | -0.6% | 1% | 1% | 7% | 0% | 3%
COc1ccc(OC(C)C(=O)Nc2ccccc2F)cc1 (stereo unspecified) | 17% | -2.9% | 0% | -18% | 5% | -17% | 11%
Cc1cc2cc3c(cc2nc1SCc1ccccn1)OCCO3 | -9% | 0.0% | -3% | -14% | ? | -37% | -2%
CCOc1ccccc1NC(=O)Cc1coc2cc(C)ccc12 | 9% | -10% | -6% | 2% | 41%[activator][38.3 µM] | ? | nt
O=C(O)CCCCCN1C(=O)/C(=C\c2ccc(-c3ccc(Cl)cc3)o2)SC1=S | 6% | 3.5µM* | nt | 30%[9.22 µM] | nt | -10% | nt
COc1ccc(NC2=NC(C)(CO)CS2)cc1 (stereo unspecified) | 12% | -0.3% | nt | -3%[9.22 µM] | nt | -28% | -3%
c1ccc(CN(Cc2ccccc2)c2ncnc3c2nnn3Cc2ccccc2)cc1 | 3% | -1.0% | nt | 5%[9.22 µM] | nt | ? | -2%
CCN(CCO)Cc1csc2ccc(Br)cc12 | 23% | 5.0% | 0% | -12% | 28%[38.3 µM] | 9%[46.1 µM] | nt
Cc1ccc(C(=O)C(C)OC(=O)c2n[nH]c(=O)c3ccccc23)cc1 (stereo unspecified) | 1% | 0.9% | 0% | 14% | 5%[38.3 µM] | -10%[46.1 µM] | 5%
CCc1ccccc1NC(=O)N[C@@H](C)C(=O)OC | 0% | 4.0% | -1% | 20% | -10%[38.3 µM] | -17%[46.1 µM] | 2%
CCOCCCN1C(=O)CN(C2CCC(C)CC2)C(=O)C1c1ccc(C)cc1 (stereo unspecified) | -21% | 0.9% | -1% | -19% | -3% | -7% | -6%
CCn1c(CNC(=O)c2ccc(OC)cc2)nnc1SC | -3% | -2.4% | 14% | -3% | -7%[38.3 µM] | -1%[46.1 µM] | nt
C[C@@H]1CN(C2CCN(Cc3nc(CC4CC4)no3)CC2)C[C@H](C)O1 | 4% | 1.1% | 0% | -8%[9.22 µM] | 4% | 5% | 5%
O=C(NC(=O)c1cccc(F)c1)OC[C@@H]1CCCN2CCCC[C@H]12 | 5% | -1.0% | 3% | 9% | 8% | 11% | 14%
Cc1nnc(SCc2c(Cl)cccc2Cl)s1 | 5% | -1.2% | -6% | 4% | 22%[38.3 µM] | 0%[46.1 µM] | 8%
CC[N+]1(CC)CC2=Cc3c(ccc4ccccc34)CC2C1 (stereo unspecified) | 2% | -1.2% | -2% | -11% | 29%[38.3 µM] | -9%[46.1 µM] | nt
CC(C)CCNC(=O)CSc1nnc(-c2ccc(S(=O)(=O)N3CCCC3)cc2)n1C | 0% | -4.1% | -1% | -5% | 17%[38.3 µM] | 1%[46.1 µM] | nt
c1coc(CSCc2cn3cccnc3n2)c1 | -2% | -5.0% | 10% | -8% | -16%[38.3 µM] | -13%[46.1 µM] | -7%
COc1ccc(CC2(CO)CCN(Cc3ccc4c(c3)CCO4)CC2)cc1 | 14% | -1.2% | nt | 7%[9.22 µM] | 12% | 16% | 1%
CCC(=O)NNc1ncnc2c1cnn2-c1cccc(C)c1 | 2% | -2.9% | -2% | -6% | -14% | 2% | nt
COc1ccc(OCC(O)Cn2c(Nc3ccccc3)nc3c2c(=O)n(C)c(=O)n3C)cc1 (stereo unspecified) | -5% | 1.0% | 1% | 10% | -6%[38.3 µM] | -8%[46.1 µM] | 1%
CN(CP(=O)(O)C(O)c1ccccc1)S(C)(=O)=O (stereo unspecified) | -3% | 2.7% | -2% | 20% | -9%[38.3 µM] | -3%[46.1 µM] | -4%
COc1ccc(/C=N/NC(=O)CNC(=O)COc2ccccc2)cc1 | -1% | -1.0% | -2% | ? | 6% | 17% | -3%
COc1cccc(Nc2ncnc3ccccc23)c1 | -2% | -2.0% | -7% | ? | 9%[38.3 µM] | 4%[46.1 µM] | nt
CCOC(=O)C1CCCN(C(=O)Cn2cnc3c2c(=O)n(C)c(=O)n3C)C1 (stereo unspecified) | -1% | 0.7% | 0% | ? | 5%[38.3 µM] | -6%[46.1 µM] | 4%
CC1(C)CC(=O)C=C(Nc2cccc(O)c2)C1 | -4% | -4.3% | 3% | -8% | 5%[38.3 µM] | -3%[46.1 µM] | 6%
Cc1nn(CC(=O)Nc2cccnc2N2CCOCC2)c(=O)c2ccccc12 | 3% | 4.0% | -3% | 11% | -5%[38.3 µM] | -10%[46.1 µM] | 6%
Cc1ccc(C(=O)CSc2nc3ccccc3c(=O)n2-c2ccccc2)s1 | -3% | 0.9% | -1% | ? | ? | ? | 6%
O=C(N/N=C/c1ccc2c(c1)OCO2)c1ccccn1 | -1% | 1.0% | 10µM* | 18% | -13%[38.3 µM] | -14%[46.1 µM] | -1%
CC1CCC/C(=N\NC(=O)Nc2ccccc2)C1 (stereo unspecified) | -8% | 1.8% | nt | 0% | nt | 9%[46.1 µM] | 6%
C/C(=N/NC(=O)CNC(=O)Cc1ccccc1)c1ccco1 | 2% | 1.0% | 3% | 7% | 1% | 10% | 3%
CCOC(=O)C1CCN(C(=O)c2ccccc2NC(C)=O)CC1 | 3% | -2.2% | 0% | -14% | -10%[38.3 µM] | -1%[46.1 µM] | 4%
O=C(CN1CCC(C(=O)c2ccc(Cl)cc2)CC1)Nc1ccc2c(c1)OCCO2 | -4% | 2.0% | -2% | 0% | 2%[38.3 µM] | ? | -10%
CCN1/C(=C/c2ccc3cc(C)ccc3[n+]2CC)Sc2ccccc21 | -27% | ? | -4% | 0.35µM* | -19% | 10µM* | -5%
COc1ccc(-c2nc3ccccc3n2OC(C)C(=O)O)cc1 (stereo unspecified) | 14% | -2.0% | -2% | -12% | 2% | -1% | 3%
CCN(CC)CCCNc1nc2cc(OC)c(OC)cc2c2nc(-c3ccccc3)nn12 | 0% | 0.0% | -5% | 18% | 35%[38.3 µM] | 4%[46.1 µM] | nt
O=C(CCN1C(=O)C2C3C=CC(C3)C2C1=O)NC1CCCc2ccccc21 (stereo unspecified) | 9% | -3.2% | -4% | 3% | 20%[38.3 µM] | -5%[46.1 µM] | -5%
CC(=NCCc1ccccc1)C1=C(O)C(c2ccccc2)OC1=O (stereo unspecified) | -3% | 1.1% | 1% | 0% | -7% | -13% | nt
COC(=O)c1ccc(NC(=O)CN2CCN(c3ccccn3)CC2)cc1 | 0% | -0.6% | 2% | 6% | 2% | 4% | 5%
Cc1ccc2c(c1)CCCN2C(=O)C1CCCO1 (stereo unspecified) | 13% | 2.6% | 4% | 9% | 18%[38.3 µM] | -10%[46.1 µM] | 1%
O=C(CSc1nc2ccccc2s1)Nc1ccc(Cl)c(S(=O)(=O)N2CCOCC2)c1 | -10% | 0.0% | 0% | -5% | 4% | 10% | -4%
CCN1C(=O)C(CC(=O)NC2CCCCC2)N(CC)C1=O (stereo unspecified) | 0% | 0.0% | -3% | -1% | -5% | -6%[46.1 µM] | -2%
CCCCn1nnc(NC(=O)COc2cc(C)ccc2C(C)C)n1 | 13% | 0.9% | -3% | -6% | -6% | -21%[46.1 µM] | 7%
